From PubChem BioAssay
SKN-1 block: blocks SKN-1 activity in C. elegans | C. elegans VP596 Pgst-4::GFP/RFP ratio, acrylamide-induced, 24 h | inhibition, % at 21.8 µM | 360,000 compounds, 0.49% hits;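 active = interference check ratio from 0.5 to 1.5 plus GFP to RFP signal ratio inhibition reaching or exceeding a fixed threshold, cut at about 30% in these data, passing the limit was not always enough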; also: some compounds called inactive have numbers as strong as hits
STEP inh: blocks human striatal-enriched tyrosine phosphatase; recombinant STEP, OMFP fluorogenic substrate, fluorescence; 360,000 compounds, 0.25% hits; inhibition, % at 20 µM; AID 588621; P54829;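 active = inhibition at 20 µM, scaled per plate between control wells, above about 37%, limit read from the data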;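 also: 0% = DMSO with enzyme and substrate and 100% = substrate only without enzyme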
Target sequence (P54829 whole entry, looked up): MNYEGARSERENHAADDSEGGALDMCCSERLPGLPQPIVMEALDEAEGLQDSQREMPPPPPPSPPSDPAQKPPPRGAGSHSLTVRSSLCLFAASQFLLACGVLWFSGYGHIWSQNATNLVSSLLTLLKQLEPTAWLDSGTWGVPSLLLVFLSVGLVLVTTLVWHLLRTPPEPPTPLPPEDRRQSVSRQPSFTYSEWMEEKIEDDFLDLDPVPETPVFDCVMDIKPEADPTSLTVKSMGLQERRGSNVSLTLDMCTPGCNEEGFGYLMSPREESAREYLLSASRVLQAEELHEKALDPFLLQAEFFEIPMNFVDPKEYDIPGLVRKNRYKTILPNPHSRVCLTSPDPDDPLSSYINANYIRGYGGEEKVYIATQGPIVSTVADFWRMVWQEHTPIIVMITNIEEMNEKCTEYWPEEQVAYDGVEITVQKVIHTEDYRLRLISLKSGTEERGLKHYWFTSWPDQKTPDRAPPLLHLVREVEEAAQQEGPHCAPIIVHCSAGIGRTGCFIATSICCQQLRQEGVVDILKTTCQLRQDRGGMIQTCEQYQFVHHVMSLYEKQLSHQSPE
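medium = Bis-Tris buffer pH 6.0, 2.5 mM DTT, 0.005% Tween 20 | test system = STEP (striatal-enriched tyrosine phosphatase) enzyme, cell-free | measure = normalized % inhibition | compound dosing = 20 µM, 1% DMSO | also added = 25 µM OMFP | schedule = reaction 20 min, ambient temperature | measured by = fluorescence read at 480 nm ex / 540 nm em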
Scp-1 inhibitor: blocks human Scp-1 phosphatase activity; Q9GZU7; Recombinant Scp1, phosphopeptide, malachite green phosphate absorbance; inhibition, % at 20 µM; 340,000 compounds, 0.88% hits;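 active = inhibition above about 50% at 20 µM, limit read from the data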;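 also: plate controls were DMSO wells with enzyme for no effect and wells lacking enzyme for full effect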
Target sequence (Q9GZU7 76-261 limits assumed): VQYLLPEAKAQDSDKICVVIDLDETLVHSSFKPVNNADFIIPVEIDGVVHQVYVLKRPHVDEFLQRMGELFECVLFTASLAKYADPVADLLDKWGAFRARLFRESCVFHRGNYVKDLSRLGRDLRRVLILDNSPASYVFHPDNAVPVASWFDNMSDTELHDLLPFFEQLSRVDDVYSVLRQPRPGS
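Material: truncated SCP-1 phosphatase (76-261aa) / Buffer or medium: 50 mM Tris acetate pH 5.5, 0.005% Tween-20, 10 mM MgCl2 / Compound dosing: one concentration, 20 µM, with 1.0% DMSO / Incubation: 45 min room-temperature reaction, 5 min colour, 30 min stabiliser / Detection: colorimetric free-phosphate detection, absorbance 630 nm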
Neddyl block: cullin neddylation inhibition | P61081+Q13564 | TR-FRET cullin neddylation, biochemical | calls only at 25 µM | 360,000 compounds, 0.58% hits; in the data active = inhibition above about 36%
LMPTP block: blocks human LMPTP phosphatase | P24666 | recombinant LMPTP-A, OMFP fluorogenic substrate, fluorescence intensity | inhibition, % at 20 µM | 360,000 compounds, 0.22% hits;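 active = compounds that cut the enzyme signal by at least half of the control window in the single-dose screen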;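 also: plate controls were DMSO wells with enzyme plus substrate for no effect and substrate without enzyme for full effect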
Target sequence (P24666 whole entry, looked up): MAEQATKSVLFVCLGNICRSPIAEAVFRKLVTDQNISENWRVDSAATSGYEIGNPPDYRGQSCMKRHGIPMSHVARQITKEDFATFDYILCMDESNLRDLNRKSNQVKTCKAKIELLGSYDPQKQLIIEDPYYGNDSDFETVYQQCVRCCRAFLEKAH
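Buffer or medium: Bis-Tris pH 6.0, DTT, detergent; Assay system: LMPTP-A enzyme; Quantity: 0.625 nM enzyme; Detection: endpoint fluorescence intensity; Times: 50 min dark incubation at room temperature; Controls: substrate-only low control, DMSO enzyme-plus-substrate high control; Doses: single 20 µM dose; Read-out: percent inhibition versus substrate-only and uninhibited controls; Reagent: 400 µM OMFP.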
TbMetRS inhib: blocks T. brucei methionyl-tRNA synthetase activity | purified T. brucei MetRS, ATP depletion, Kinase-Glo luminescence | 360,000 compounds, 0.4% hits | inhibition, % at 11.9 µM;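 active = inhibition above a per-plate cutoff of the control wells' mean inhibition plus 3 SD, cut at about 5.5% in these data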;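 also: 0% = DMSO wells median and 100% = median of wells with control inhibitor compound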
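Measured by: Kinase-Glo luciferase luminescence reporting remaining unconsumed ATP. Material: purified T. brucei MetRS enzyme. Doses: 11.9 µM compound single dose, 0.9% DMSO. Medium: HEPES buffer containing pyrophosphatase, BSA, spermine, DTT. Times: 15 min preincubation, 2 h reaction, all 25 °C. Reagent: methionine, ATP and bulk E. coli tRNA.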
NadD inh: inhibitors of Staphylococcus aureus NadD; inhibition, % at 20 µM; purified NadD enzyme, colorimetric absorbance read-out; AID 602399; 360,000 compounds, 0.78% hits; in the data active = inhibition above about 26%; also: some compounds past the cut are filed as inactive
SUMO1-SIM PPI: alters human SUMO1 binding to SIM partners | P63165 | SUMO1 binding to a labelled peptide, TR-FRET, 1 h | inhibition, % at 20 µM | 360,000 compounds, 0.33% hits | AID 602429; in the data active = inhibition above about 37%
Target sequence (P63165 whole entry, looked up): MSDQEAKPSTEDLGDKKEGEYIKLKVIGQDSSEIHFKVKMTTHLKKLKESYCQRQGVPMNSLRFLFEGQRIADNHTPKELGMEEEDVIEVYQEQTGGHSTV
DNMT1 inh: inhibitors of human DNMT1; P26358; DNMT1 molecular beacon, Hinp1I cleavage, fluorescence; inhibition (reported as % activation of signal), % at 10 µM; 360,000 compounds, 0.83% hits; in the data active = inhibition above about 50%
CendR NRP1 mod: NRP-1/CendR interaction modulation; O14786; FAM-RPARPAR peptide binding to NRP-1, fluorescence polarization; inhibition, % at 25 µM; 360,000 compounds, 0.85% hits;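 active = inhibition or corrected inhibition above about 18%, plus a signal ratio from 0.5 to 1.5, limit read from the data, passing the limit was not always enough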; also: strong numbers were not always called active
The depositor's hits bear a star; i = inactive; x = not tested or not shown; + = active, no number.

canonical_smiles	STEP inh	LMPTP block	Scp-1 inhibitor	SKN-1 block	NadD inh	Neddyl block	SUMO1-SIM PPI	DNMT1 inh	TbMetRS inhib	CendR NRP1 mod
COC(=O)c1cc(CN2CCN(c3ccccc3)CC2)ccc1O	-2	-0.2	-8	2	0	i	5	-2	0.8	14
CCN(CC)CCN(C)Cc1nc(C(c2ccccc2)c2ccccc2)no1	23	-0.6	-4	6	-9	i	3	-4	-0.7	7
Cc1[nH]nc2c1C(CC(C)C)C(C#N)=C(N)O2 (stereo not drawn)	-2	0.2	3	-4	4	i	-3	-11	-0.2	-2
COc1ccc(N2C(N)=NC(N)=NC2(C)C)cc1	0	-1.0	-4	0	-8	i	0	1	-0.3	0
O=C(Cn1cncn1)N/N=C/c1ccc(Cl)cc1	-2	-1.4	-5	-5	-3	i	-11	2	-0.4	1
CC1CCCN(c2nc(-c3cccnc3)nc3scc(-c4ccccc4)c23)C1 (stereo not drawn)	3	6.0	12	11	10	i	2	1	0.0	-25
COc1ccc(-c2csc(Nc3ccccc3)n2)cc1	-4	2.0	-1	35*	-8	i	-2	-18	-0.2	6
COc1cc(C(=O)NCC(=O)N/N=C/c2cccnc2)cc(OC)c1OC	-2	-2.0	-7	-6	-9	i	-4	3	0.3	5
Cc1ccc(CNC(=O)c2ccccc2NS(C)(=O)=O)cc1	3	-0.5	-7	8	-5	x	0	-3	-0.8	8
C=CCOc1ccc(C(c2c(C(=O)O)[nH]c3ccccc23)c2c(C(=O)O)[nH]c3ccccc23)cc1	-4	2.5	-19	3	27	i	15	86*	0.3	-104
O=C(CSc1n[nH]c(-c2ccccc2)n1)Nc1ccc(N2CCOCC2)cc1	0	-3.5	1	14	4	i	-1	2	-0.4	-7
COc1ccc(C)cc1NC(=O)CCS(=O)(=O)c1ccc2c(c1)CCN2C(C)=O	-2	-2.0	3	11	6	i	3	5	-1.7	-12

(more compounds)
canonical_smiles	STEP inh	LMPTP block	Scp-1 inhibitor	SKN-1 block	NadD inh	Neddyl block	SUMO1-SIM PPI	DNMT1 inh	TbMetRS inhib	CendR NRP1 mod
CN(C)C(=S)Nn1c(-c2ccccc2)nc2ccccc2c1=O	2	-1.3	-10	-6	-1	i	2	0	-1.4	-2
O=C(CSCc1nc2ccccc2[nH]1)N1CCN(c2ccc(F)cc2)CC1	3	-0.9	-4	15	1	i	1	-7	1.9	-16
CC(=O)Nc1ccc(NC(=O)c2ccc(-c3ccc([N+](=O)[O-])cc3)o2)cc1	10	32	32	20	-11	i	25	-7	-0.3	-12
C=CCn1c(-c2csc(-c3ccc(OC)c(OC)c3)n2)n[nH]c1=S	-1	-2.2	-1	5	-3	i	1	-1	-0.5	-16
O=C(CN1CCCN(S(=O)(=O)c2ccc(F)cc2)CC1)Nc1cccc(F)c1	0	-2.0	-11	-1	2	i	-2	-1	0.3	11
Cc1ccc(OCC(=O)Nc2ccc3oc(=O)ccc3c2)cc1C	1	0.0	-6	-1	0	i	-6	39	-0.3	-2
Nc1c(C(=O)Nc2ccc(Cl)cc2)oc2ccccc12	-2	-0.1	47	1	-5	+	-12	-3	-0.6	-15
CN(C)CCC1c2ccc(Cl)cc2CCc2cccnc21 (stereo not drawn) (tested in a mixture with another compound)	0	-0.5	6	2	-7	i	7	1	1.1	-11
c1csc(-c2ncc3ccccn23)c1	-5	2.1	5	-15	4	i	7	-2	1.4	-5
O=C(O)CCCCCCCCc1cn(CC2CCCCC2)nn1	0	-0.8	3	13	7	i	2	10	-0.3	2
CC1CCCN(C2=NC(=O)/C(=C/c3cn(-c4ccccc4)nc3-c3cccc(S(=O)(=O)N(C)C)c3)S2)C1 (stereo not drawn)	4	4.8	-3	-8	5	i	-1	-13	-0.2	1
CN(C)S(=O)(=O)c1cccc(C(=O)Nc2ccccc2Cl)c1	1	-1.8	-6	13	-6	i	-2	0	-0.2	1

(continued)
canonical_smiles	STEP inh	LMPTP block	Scp-1 inhibitor	SKN-1 block	NadD inh	Neddyl block	SUMO1-SIM PPI	DNMT1 inh	TbMetRS inhib	CendR NRP1 mod
COc1ccccc1CNC(=O)CCNS(=O)(=O)c1ccc2c(c1)CC(C)N2C(C)=O (stereo not drawn)	0	-1.3	-6	21	2	i	9	0	-0.1	10
Cc1ccc(NC(=O)CCNC(=O)c2ccc(Cl)cc2)nc1	-2	-0.5	0	8	-4	i	-1	0	-0.4	1
C#CCN(C[C@@H]1[C@@H](OC(=O)NCc2ccccc2)[C@@H](OC(=O)NCc2ccccc2)Cn2c(=O)n(CCCCCC)c(=O)n21)S(=O)(=O)c1ccc(C)cc1	3	2.4	x	-3	9	i	3	4	-0.7	5
CC(C)(C)NC(=O)CSc1nnc(-c2ccccn2)n1Cc1ccccc1	3	-1.4	-2	-4	-7	i	-1	0	-0.9	6
CCOC(=O)C1C(=O)N(C(=O)c2ccc(OC)cc2)CC1c1ccccc1 (stereo not drawn)	-1	0.6	-3	4	-6	i	0	1	-1.6	-9
CC(=O)Nc1sc2c(c1C(c1cccs1)N1CCOCC1)CCCC2 (stereo not drawn)	0	0.4	-5	10	0	i	-1	-2	-0.8	1
COc1cc(/C=N\NC(=O)CC(=O)NCCc2ccccc2)ccc1O	-3	-1.4	0	0	-3	i	-3	-7	0.1	-33
CCOc1cc(N2CCOCC2)c(OCC)cc1NC(=O)COc1ncnc2ccccc12	1	-0.6	-5	7	5	i	6	-9	0.7	1
CCN(CC)C(=O)C1=C(C)N(Cc2ccc(F)cc2)C(=O)C(CC(=O)NCc2ccco2)C1 (stereo not drawn)	-1	-0.6	x	-9	2	i	2	5	-1.7	-8
COc1cccc(NC(=O)CCN2C(=O)c3ccccc3Sc3ncccc32)c1	-5	0.2	-6	18	-5	i	1	0	-0.1	3
CCOC(=O)C1CCN(C(=O)c2ccccc2NC(=O)c2ccc(Br)cc2)CC1	-3	-2.2	-5	-7	-1	i	-1	3	-0.3	11
O=C(NC(O)C(=O)c1ccccc1)c1cccs1 (stereo not drawn)	-2	-0.4	-12	-15	0	i	-2	-1	0.2	2

Part of the list above in order of formula weight, descending:
canonical_smiles	STEP inh	LMPTP block	Scp-1 inhibitor	SKN-1 block	NadD inh	Neddyl block	SUMO1-SIM PPI	DNMT1 inh	TbMetRS inhib	CendR NRP1 mod
CC(C)(C)NC(=O)CSc1nnc(-c2ccccn2)n1Cc1ccccc1	3	-1.4	-2	-4	-7	i	-1	0	-0.9	6
CC(=O)Nc1sc2c(c1C(c1cccs1)N1CCOCC1)CCCC2 (stereo not drawn)	0	0.4	-5	10	0	i	-1	-2	-0.8	1
CCOC(=O)C1C(=O)N(C(=O)c2ccc(OC)cc2)CC1c1ccccc1 (stereo not drawn)	-1	0.6	-3	4	-6	i	0	1	-1.6	-9
Cc1ccc(NC(=O)CCNC(=O)c2ccc(Cl)cc2)nc1	-2	-0.5	0	8	-4	i	-1	0	-0.4	1
O=C(NC(O)C(=O)c1ccccc1)c1cccs1 (stereo not drawn)	-2	-0.4	-12	-15	0	i	-2	-1	0.2	2

Further records
canonical_smiles	STEP inh	LMPTP block	Scp-1 inhibitor	SKN-1 block	NadD inh	Neddyl block	SUMO1-SIM PPI	DNMT1 inh	TbMetRS inhib	CendR NRP1 mod
Cc1ccc(Sc2c(C)[nH]n(C(C)(C)C)c2=O)cc1	0	-1.5	-5	-8	-2	i	-1	1	-1.2	0
Cc1ccc(NC2c3ncccc3C(=O)N2Cc2ccco2)c(C)c1 (stereo not drawn)	0	-0.7	-4	24	-1	i	-2	3	-0.2	-4
O=C(O)C1=CC[C@@H](c2ccc(Cl)cc2)N(S(=O)(=O)c2ccc(Cl)cc2)[C@H]1c1ccc(F)cc1	0	0.0	-6	3	-6	i	9	2	1.0	-3
O=C(Nc1ccc2c(c1)OCCO2)C1c2ccccc2OCC(=O)N1Cc1ccccc1 (stereo not drawn)	x	-2.0	x	15	2	i	2	x	-0.5	10
O=C(c1cc2nc(-c3ccc(Cl)cc3)cc(C(F)(F)F)n2n1)N1CCOCC1	0	-0.8	-1	7	1	i	-14	4	-0.4	-16
CCOC(=O)c1cc2c(=O)n3ccccc3nc2n(C(C)C)c1=NC(=O)c1c(-c2ccccc2Cl)noc1C	-1	0.9	-5	-2	8	x	-14	5	-0.3	-16
O=C(Nc1ccc(-c2nc3ccccc3[nH]2)cc1)c1c(F)c(F)c(F)c(F)c1F	-1	1.4	4	1	2	i	-2	10	0.4	-4
CCCNC(=O)Cc1c(OC)ccc2cc(Br)ccc12	0	-1.9	0	-6	2	i	-10	10	-0.2	5
CCS(=O)(=O)c1ccc2oc(Nc3cc(Cl)ccc3OC)nc2c1	0	1.2	-7	0	-4	i	6	-1	0.3	-2
Cc1ccc2c(=O)oc(N(C)C)nc2c1	2	-0.7	1	8	-5	x	2	1	-0.7	2
COC(=O)c1cc2n(n1)CCN(Cc1ccccc1F)C2=O	5	-1.0	-12	9	-3	i	12	3	0.2	-8
COc1cccc(NC(=O)CCN2CCN(C)CC2)c1	4	-5.3	-8	13	3	i	22	-2	0.6	-8

(further entries)
canonical_smiles	STEP inh	LMPTP block	Scp-1 inhibitor	SKN-1 block	NadD inh	Neddyl block	SUMO1-SIM PPI	DNMT1 inh	TbMetRS inhib	CendR NRP1 mod
Cc1ccc(NC(=O)CCC(=O)c2cc(C)sc2C)nc1	3	1.8	1	15	14	i	7	19	0.1	-26
COc1ccc(OC)c(C(=O)/C=C/c2cccnc2)c1	0	-1.5	-8	7	-1	i	8	0	-0.5	6
CC(=O)C1=C(C)NC(SCC(=O)c2ccc(F)cc2)=C(C#N)C1CC(C)C (stereo not drawn)	-1	0.6	0	-8	-2	i	-7	1	-1.5	-2
CC(C)=C1SC(N2CCN(c3ccc(C)c(Cl)c3)CC2)=NC1=O	11	12	-11	3	4	i	9	8	0.8	-3
COc1ccc(Br)cc1/C=N/NC(=O)c1ccc(OC)c(OC)c1	2	0.0	0	-11	3	i	-8	3	-1.3	3
O=C(COC(=O)CCSc1ccccc1)NCc1ccccc1	-1	-1.0	-11	8	2	i	-1	2	-0.6	13

Compounds as they come; about 4.6% have a hit in one of these screens.
